12-LOX inh = ALOX12 (human) lipoxygenase inhibition; Potency, µM (series often up to 108 µM), for inactives: at the highest dose activity change, negative = inhibition, actives largely listed as inhibitors; purified 12hLO, xylenol orange hydroperoxide absorbance; 580,000 compounds, 1.1% hits; AID 1671190; P18054; active means well fitted inhibition curve with a large enough effect; inconclusive means small, poorly fitted or top-dose-only effect, or another doubt; inactive means no such curve, though single readings can be large or run the other way
Target sequence (P18054 whole entry, looked up): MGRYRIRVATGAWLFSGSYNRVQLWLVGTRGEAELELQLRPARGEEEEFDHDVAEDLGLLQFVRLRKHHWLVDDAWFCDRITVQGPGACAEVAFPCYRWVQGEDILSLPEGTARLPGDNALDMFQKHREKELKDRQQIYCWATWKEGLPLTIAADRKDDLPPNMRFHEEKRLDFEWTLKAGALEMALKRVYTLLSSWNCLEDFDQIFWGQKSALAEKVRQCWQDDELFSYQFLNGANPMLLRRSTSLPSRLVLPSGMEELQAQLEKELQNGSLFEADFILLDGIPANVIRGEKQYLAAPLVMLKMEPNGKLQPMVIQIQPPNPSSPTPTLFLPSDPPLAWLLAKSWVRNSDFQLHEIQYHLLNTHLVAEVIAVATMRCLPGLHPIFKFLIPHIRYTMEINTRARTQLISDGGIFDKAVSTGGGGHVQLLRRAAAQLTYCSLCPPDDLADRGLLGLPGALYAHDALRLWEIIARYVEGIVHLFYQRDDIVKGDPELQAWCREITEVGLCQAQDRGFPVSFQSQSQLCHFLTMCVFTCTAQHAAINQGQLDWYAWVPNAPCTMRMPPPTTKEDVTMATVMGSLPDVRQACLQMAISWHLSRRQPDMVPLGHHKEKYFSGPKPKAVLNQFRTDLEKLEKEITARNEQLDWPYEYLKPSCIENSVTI
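Purified human 12hLO (150 nM final) in 25 mM Hepes, 0.01% Triton X-100, pH 7.0 was preincubated 15 min at room temperature with compound. Then 40 uM arachidonic acid was added, 30 min. Hydroperoxide was read by Fe-XO absorbance ratio 573/405 nm.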
Active calls of the source: *; ? = inconclusive; [ ] = remark or other dose. On the % scale 0 is the no-effect control and ±100 the full control effect; potency means the concentration at half of the fitted maximal effect.

SMILES | 12-LOX inh
Cc1[nH]ncc1CNC(=O)CN1CCCc2nc(C3CC3)ncc2C1=O | 40.5%[activator]
O=C(NC[C@H]1OC[C@@H](NC2CCCC2)[C@@H]1O)Nc1ccccc1 | ?
C/C=C/Cn1c(NCC)nc2c1c(=O)[nH]c(=O)n2C | 38.5%[activator]
O=C(Nc1ccc(Oc2ccccc2)cc1)O[C@@H]1CO[C@H]2[C@@H]1OC[C@@H]2NS(=O)(=O)c1cccs1 | ?
CCOc1ccc(CN(C)C(=O)NC(c2ccc3c(c2)OCCCO3)C(C)C)cc1 (stereo unspecified) | -11.9%
COc1cc(CC(=O)OCc2ccccc2Br)cc(OC)c1OC | ?
CCCCCNC(=O)C(c1ccc(OC)cc1)n1c(=O)c(-c2ccco2)nc2ccccc21 (stereo unspecified) | 5.62µM*
O=C(Nc1ccc(F)c(F)c1)c1cc2n(n1)CC(c1ccc(Cl)cc1)OC2 (stereo unspecified) | 3.2%
Cc1ccc(C(C)(C)C)cc1SC(C(N)=O)c1ccccc1 (stereo unspecified) | ?
COc1ccc2c(c1)OCC(CNC(=O)c1csc(C(C)=O)c1)C2 (stereo unspecified) | 23.1%
Cc1noc([C@@H]2CN(Cc3ccc(F)cc3F)C[C@H]2CO)n1 | -6.8%
CCC(O)c1cc2n(n1)CCN(C(=O)CN1CCOc3ccccc3C1)C2 (stereo unspecified) | 15.9%
O=C(c1cnccn1)N1CCCC(Cc2noc(-c3ccccn3)n2)C1 (stereo unspecified) | 30.2%
CC(C)(N)C(=O)N1CCC(n2nccc2NC(=O)c2cccc(F)c2)CC1 | 14.3%
Cc1cc(SCC(=O)NC2CC2)nc2c(C)cccc12 | 6.9%
CC1CC(=O)Nc2cc(S(=O)(=O)NCc3cccs3)ccc2S1 (stereo unspecified) | -14.9%
CN(C)c1ccc(CN2Cc3[nH]cnc3C[C@H]2c2nc(-c3ccccc3)no2)cc1 | 17.6%[176 µM]
Cc1ccc(-c2csc(/C=C/c3ccc(C(F)(F)F)cc3)n2)cc1 | ?
Cn1cnc(S(=O)(=O)N2CCC3(CC2)NCCc2c3[nH]c3ccccc23)c1 | ?
Cc1cccc(NC(=O)N2C[C@@H](F)C[C@H]2C(=O)N2CCCCC2)c1 | -0.4%
CC(=O)c1ccccc1S(=O)(=O)NCC(=O)O | ?
COCCN1CCCC(c2[nH]ccc2C(=O)N2CCN(c3ccccc3)CC2)C1 (stereo unspecified) | 19.4%
COc1cccc(C(=O)Nc2ccc3oc(-c4ccc(OC)c(Cl)c4)nc3c2)c1 | ?
CC1(C)CC(=O)C2=C(C1)OC1=C(C(=O)CC(C)(C)C1)C2c1ccccc1C(F)(F)F | -3.4%
COc1ccc(-c2nc(CN3CC[C@H]4CC[C@@H](C3)N4)c(C)o2)c(OC)c1C | 104.8%[activator]
O=C1Nc2ccccc2OCC12CCN(Cc1ccc(F)cc1)CC2 | 53.3%[activator]
CC(=O)N1CCC(C(=O)Nc2nc3c(s2)C[C@]2(C)CC[C@@H]4[C@H](OC(=O)[C@H]4C)[C@H]2[C@@H]3C)CC1 | 13.2%
CCOCC1(C)COc2ccc(C(=O)Nc3ccccc3)cc2N1 (stereo unspecified) | 41.6%[activator][176 µM]
COc1ccc(NC(=O)COC(=O)c2nn(C)c(=O)c3ccccc23)cc1Cl | ?
CC(C)(C)C(=O)Nc1ccc2c(c1)CCC2 | -12.9%
COCCN1C(=O)[C@H]2CN(Cc3cccc(OC)c3)C[C@H]2C1=O | 35.2%[activator]
COCC(=O)N1CCN(C(=O)c2cccnc2)C[C@H]1C(=O)N[C@@H](CC1CCCCC1)C(N)=O | 1.8%
CCN1c2cc(C(=O)NCc3cccc(OC)c3OC)ccc2C(=O)N2CCCCCC21 (stereo unspecified) | 21.4%
O=C(Nc1nc2c(s1)CCC2)C1CC(=O)N(c2n[nH]c3cccc(F)c23)C1 (stereo unspecified) | ?
CCCn1nc(C(=O)OCC(=O)NCc2ccco2)c2ccccc2c1=O | -16.0%
Cc1cccc(OCC(=O)N[C@@H]2CN(c3ccncn3)C[C@H]2CN(C)C)c1 | 72.3%[activator]
C=CCNC(=O)c1coc(COc2ccc3c(c2)C(c2cccc(F)c2)N(C(=O)C2CC2)CC3)n1 (stereo unspecified) | -3.3%
COc1ccccc1CNc1ncnc2ccc(-c3cccc(C#N)c3)cc12 | ?
COC1CCC12CCN(C(=O)CC1CCN(C(C)=O)CC1)CC2 (stereo unspecified) | -1.4%
COc1ccccc1NC(=O)c1ncoc1-c1ccc(C)o1 | ?
O=C(CCCc1ccccc1)Nc1ccnn1C1CCN(C(=O)c2ccccc2F)CC1 | 12.1%
O=C(c1cnccn1)N1CCN2C(=O)NC[C@H]2C1 | 50.6%[activator][176 µM]
Cc1nsc(NC(=O)N2CCC(N)CC2)n1 | -0.8%
O=C(CSc1nc(C2CC2)n(-c2ccccc2)n1)Nc1ccccc1 | -28.9%
CN(CCC(=O)c1cccs1)CCC(=O)c1cccs1 | ?

4 consecutive entries out of the list so far, quoted:
SMILES | 12-LOX inh
O=C(c1cnccn1)N1CCN2C(=O)NC[C@H]2C1 | 50.6%[activator][176 µM]
Cc1nsc(NC(=O)N2CCC(N)CC2)n1 | -0.8%
O=C(CSc1nc(C2CC2)n(-c2ccccc2)n1)Nc1ccccc1 | -28.9%
CN(CCC(=O)c1cccs1)CCC(=O)c1cccs1 | ?

Remaining list, next part.
SMILES | 12-LOX inh
CCOCCOC1CCN(C(=O)Cc2cccc(F)c2)CC1 | 51.4%[activator]
CN(C)c1ccc(NC(=O)CC2C=CCC2)cc1 (stereo unspecified) | ?
COC(=O)c1ccccc1OCC(=O)NCC(F)(F)F | 6.8%
CN1CCC(C)(CNc2ncc(C(C)(C)C(=O)O)c(N3CCOCC3)n2)C1 (stereo unspecified) | 56.5%[activator]
CC(C)CN1C(=O)c2cccn2CC1C(=O)NCCCN1CCN(C)CC1 (stereo unspecified) | 12.2%
O=C1C(c2ccccc2)=C(c2ccccc2)c2ccccc21 | 4.5%
CN(Cc1ccccc1CN1CCCC1)C(=O)C1CC2(CCNCC2)CN1C (stereo unspecified) | 79.4%[activator]
COc1ccc(NC(=O)[C@@H]2C[C@H](c3ccc(F)cc3)N(Cc3csc(C)n3)C2)cc1 | 1.1%[176 µM]
O=C(Nc1ccc(OC(F)F)cc1)c1cc(=O)[nH]c2ccccc12 | 60.4%
Clc1ccc(CNC[C@H]2Cn3c(-c4cccc(Cl)c4)cnc3CO2)cc1 | -43.0%[176 µM]
Cc1ccc(NC(=O)Cn2nc(-c3ccco3)ccc2=O)cc1C | ?
CC(=O)Nc1ccc(C2(C(=O)NCc3ccc(C)cc3)CCC2)cc1 | 50.9%[activator]
CC(C)CN1CCC(O)(c2csc(CN3CCOCC3)n2)CC1 | 33.3%[activator][176 µM]
CCc1nc2c(c(-c3ccc(Cl)cc3)n1)CN(C(=O)Cc1ccccn1)CC2 | 21.5%
O=C(NCCCN1CCOCC1)c1noc(-c2ccc[nH]c2=O)n1 | 36.4%
Cc1noc(CN2C[C@H](NC(=O)CNS(C)(=O)=O)[C@@H](C3CC3)C2)n1 | ?
CCCCCCc1ccc(-c2ccc(/C=C/C(=O)O)cc2)nc1 | -29.0%
O=C(c1ccc2[nH]ccc2c1)N1CCC2(CC1)N=C(c1cccc(Br)c1)NO2 | 2.4%
Cc1ccc(NC(=O)C2=Cc3sc4c(c3CS2)CCCC4)c(C)c1 | 20µM*
C=CCNCc1ccc(Br)cc1 | ?
COc1ccc(CN2CCOc3ccc(C(O)c4cccnc4)cc3C2)c(F)c1 (stereo unspecified) | 0.2%
COc1ccc(-c2cc3nc4c(c(=O)n3[nH]2)CN(C(=O)c2ccc(C)cc2)CC4)cc1 | 10.3%
CNc1nc(-c2c(C)noc2C)nc2ccccc12 | ?
Cc1ccc(S(=O)(=O)/N=C/c2cccs2)cc1 | 4.9%
COC1C(=O)N(C2CCN(C(=O)Nc3ccc4c(c3)OCCO4)CC2)C12CCOCC2 (stereo unspecified) | 36.3%
COc1cccc(-c2nc(COc3ccccc3C#N)cs2)c1OC | -6.8%
O=C(c1ccc(Br)cc1)N1CCN(c2cc(-c3ccccc3)[nH]n2)CC1 | 12.8%
CCOC(=O)c1cnc2ccc(C(=O)OC)cc2c1Nc1ccc(OCC)cc1 | 43.8%[activator]
CCCCCn1nc(C(=O)OCCOc2cccc(C)c2)c2ccccc2c1=O | 2.0%
CCCc1cc(CN(C)C(=O)c2ccc3c(c2)[nH]c(=O)n3C2CCC(O)CC2)[nH]n1 (stereo unspecified) | -7.8%
O=C(NCc1ccccc1F)c1nc(-c2ccc(Br)o2)no1 | -58.2%
Cc1ccc2oc(=O)cc(CN3CCN(c4cccc(Cl)c4)CC3)c2c1 | -2.2%
CCCCn1nnnc1CSc1nnc(-c2cccnc2)n1-c1ccc(C)cc1C | -13.7%
C=CCN(C)C(=O)C[C@@H]1c2nc(NC(=O)c3cccc(F)c3)sc2C[C@@H]2[C@](C)(CO)[C@H](O)CC[C@]21C | ?
CC(=O)NC[C@H]1OC[C@@H](NC2CCC2)[C@@H]1O | ?
O=S1(=O)N[C@H](Cc2ccccc2)COc2cccc(NCCO)c21 | ?
COc1ccc(-c2nccc3c(=O)cc(N4CCN(C)CC4)oc23)cc1OC | 1.0%[176 µM]
O=c1c(-c2cc(F)cc(F)c2)nc2cnc(N3CCOCC3)nc2n1Cc1cccs1 | 0.0%
Cc1cc(=O)oc2cc(OCC(=O)Nc3ccc4c(c3)OCCO4)ccc12 | 1.5%
N#Cc1ccc(CS(=O)(=O)Cc2ccc(Cl)c(Cl)c2)cc1 | -13.6%
CCOCCn1c(CN2CCN(Cc3ccccc3)CC2)nc2c1c(=O)[nH]c(=O)n2C | ?
CC(NC(=O)C=Cc1ccco1)C(=O)NC(Cc1ccccc1)C(N)=O (stereo unspecified) | ?
Cc1ncsc1CN1CCCCC1c1nc(CCOCC2CC2)no1 (stereo unspecified) | -1.7%
N#Cc1ccc(C(=O)N2CCCCCCNC(=O)[C@@H]3CCCC[C@@H]32)cc1 | 25.3%
CN(C)C(=O)c1cccnc1OC1CCN(C(=O)Cc2ccc(Cl)cc2)C1 (stereo unspecified) | -14.1%
CSCCC(=O)N1CCC2(CCN(Cc3ccccn3)CC2)C(CO)C1 (stereo unspecified) | 40.5%
Clc1ccc(C2Cc3ccccc3N2)cc1 (stereo unspecified) | -26.1%
C[C@H]1COc2cccc(N3CCSCC3)c2S(=O)(=O)N1 | 7.6%
CC(C)(C)NC(NC(=O)c1cccc(Cl)c1)C(Cl)(Cl)Cl (stereo unspecified) | 13.7%
CCn1c(SCc2cc(OC)c(OC)cc2Br)nc2cc(S(N)(=O)=O)ccc21 | -9.0%
CCN(CC)Cc1cnc2c(C(=O)N3CCCN4CCC[C@H]4C3)cnn2c1 | 25.5%
CC(C)C[C@@H]1N[C@H](C(=O)NCc2ccccn2)Cc2c[nH]c3cccc1c23 | 121.1%[activator][176 µM]
CC(C)c1ccc(NC(=O)O[C@@H]2CO[C@H]3[C@@H]2OC[C@@H]3NC(=S)NC2CCCCC2)cc1 | 2.6%
O=C(c1cccc(F)c1)N1CCC(CCOc2ccc(F)cc2)C1 (stereo unspecified) | 8.7%
O=C1Cc2c(-c3ccccc3OCc3ccccc3)n[nH]c2CN1CC1CCOCC1 | ?
COCCC1(CO)CCCN(Cc2cc(Cl)cc(OC)c2OC)C1 (stereo unspecified) | 42.1%[activator]
CC[Si](C)(CC)COC(=O)CCC[N+](C)(C)C | 28.2µM*
Cc1ccc(C(=O)Nc2nc3ccc(S(=O)(=O)N(C)C)cc3s2)cc1C | -36.4%
CN1CCN(c2ccc(-c3nccc4c(=O)cc(N5CCOCC5)oc34)cn2)CC1 | ?
COCCN1CCCCCC(O)c2cc(C(=O)N3CCN(c4ccc(F)cc4)CC3)ccc21 (stereo unspecified) | 6.1%

More structures:
SMILES | 12-LOX inh
CC(OC(=O)c1ccc(C(=O)OC(C)C(N)=O)cc1)C(N)=O (stereo unspecified) | 20.6%
CCOc1ccccc1C(=O)N1CCc2cn(C)c3cccc(c23)C1 | 9.3%
Cn1ccnc1C(=O)N1CCCC(c2noc(COc3ccccc3F)n2)C1 (stereo unspecified) | 52.8%[activator]
CCCn1nc(C(=O)OCC(=O)NCc2ccc(F)cc2)c2ccccc2c1=O | ?
COP(=O)(OC)c1nc(-c2cccc([N+](=O)[O-])c2)oc1NCc1ccc(F)cc1 | 91.2%[activator]
O=C(Nc1cccc(Br)c1)c1cccc(S(=O)(=O)N2CCCCCC2)c1 | -19.5%[57.4 µM]
O=C(Cc1ccccc1)N1CCCN(c2cc(-c3ccc(Br)cc3)[nH]n2)CC1 | 27.8%
O=C(C1CCCCC1)N1CCN(C2CCN(Cc3cccnc3)C2=O)CC1 (stereo unspecified) | 25.1%
CCCOc1nccnc1NC1CCN(C(=O)c2cccs2)CC1 | 35.0%[activator]

In the list so far, these contain a cyano group.
SMILES | 12-LOX inh
COc1ccccc1CNc1ncnc2ccc(-c3cccc(C#N)c3)cc12 | ?
COc1cccc(-c2nc(COc3ccccc3C#N)cs2)c1OC | -6.8%
N#Cc1ccc(CS(=O)(=O)Cc2ccc(Cl)c(Cl)c2)cc1 | -13.6%
N#Cc1ccc(C(=O)N2CCCCCCNC(=O)[C@@H]3CCCC[C@@H]32)cc1 | 25.3%

Some of the compounds tested. The share of hits here may be higher or lower than overall.
